# From PubChem BioAssay
# GLP-1R inv ag = inverse agonists of human GLP-1 receptor; P43220; HEK293 GLP-1R CRE-luciferase, luminescence, 24 h; GLP-1R form is constitutively active; Potency, µM (highest dose often 38.3 µM), inactives show at the top dose activity change, negative = inhibition, actives largely listed as inhibitors; actives 1.6% (n = 410,000); also: % is scaled to controls: 0 for no effect and ±100 for the full control effect; nearly all actives have a fitted effect of over 55% in size
# Target sequence (P43220 whole entry, looked up): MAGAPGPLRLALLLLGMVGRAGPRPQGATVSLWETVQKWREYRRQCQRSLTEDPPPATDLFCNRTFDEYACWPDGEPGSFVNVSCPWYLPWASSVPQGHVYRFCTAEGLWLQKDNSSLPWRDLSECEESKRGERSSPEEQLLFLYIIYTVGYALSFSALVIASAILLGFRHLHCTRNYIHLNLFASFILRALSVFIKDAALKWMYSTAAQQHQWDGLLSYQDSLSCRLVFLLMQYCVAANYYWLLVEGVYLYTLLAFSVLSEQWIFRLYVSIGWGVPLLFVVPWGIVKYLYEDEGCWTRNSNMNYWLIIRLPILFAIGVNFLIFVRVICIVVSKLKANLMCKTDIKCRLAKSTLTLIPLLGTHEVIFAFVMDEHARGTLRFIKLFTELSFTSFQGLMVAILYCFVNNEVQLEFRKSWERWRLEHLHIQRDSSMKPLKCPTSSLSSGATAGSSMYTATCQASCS
#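 Readout was luciferase luminescence, measured 12 min after detection reagent at room temperature. Beforehand, GLP-1R reporter HEK293 cells had sat 12 h, then received compounds for 24 hr at 37 deg C.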
# GLP1R cytotox = cytotoxic in the GLP-1 receptor inverse agonist counter-screen; actives 0.13% (n = 410,000); Potency, µM (series often up to 38.3 µM), inactives show at the highest dose activity change, negative = inhibition, most hits filed as inhibitors; HEK293 cAMP-luciferase reporter cells, luminescence, 24 h;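 also: loss of luciferase light is scored as toxicity; % is scaled to controls: 0 for no effect and ±100 for the full control effect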
#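 Quantitative HTS format, 1536 wells, 200 cells/uL seeded. Compounds: 23 nL, 24 h, 37 °C. Detection: luciferase reagent, luminescence at 12 min RT; decreased signal taken as cytotoxic.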
# PTHR1 agonist = agonists of human PTHR1 parathyroid hormone receptor; actives 0.075% (n = 410,000); HEK293 GP2 PTHR1 cells, GloSensor cAMP luminescence, 1 h; Potency, µM (doses to about 115 µM), inactives show top-dose activation, usual class: activators; Q03431; AID 743266; also: nearly all actives have a fitted effect of over 55% in size; some results filed as inactive show a strong effect at the top dose; inactives centre near -15; many of its hits are not listed in these tables
# Target sequence (Q03431 whole entry, looked up): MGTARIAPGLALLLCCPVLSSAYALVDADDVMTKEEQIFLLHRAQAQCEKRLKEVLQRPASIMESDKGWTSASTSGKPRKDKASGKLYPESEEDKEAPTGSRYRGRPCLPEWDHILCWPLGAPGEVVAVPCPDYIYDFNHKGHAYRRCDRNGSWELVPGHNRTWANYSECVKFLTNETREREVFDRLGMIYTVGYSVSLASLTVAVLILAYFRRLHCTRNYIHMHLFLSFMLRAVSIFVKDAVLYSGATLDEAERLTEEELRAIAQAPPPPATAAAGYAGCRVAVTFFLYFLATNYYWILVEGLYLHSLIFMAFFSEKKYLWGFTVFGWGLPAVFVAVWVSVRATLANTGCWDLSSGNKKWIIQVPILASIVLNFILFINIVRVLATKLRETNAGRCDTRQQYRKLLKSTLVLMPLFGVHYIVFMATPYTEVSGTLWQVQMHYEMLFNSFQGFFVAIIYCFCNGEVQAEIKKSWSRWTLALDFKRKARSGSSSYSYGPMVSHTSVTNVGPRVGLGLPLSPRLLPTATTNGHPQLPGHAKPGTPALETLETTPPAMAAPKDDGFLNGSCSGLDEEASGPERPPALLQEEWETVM
#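 HEK-293-derived GP2 cells expressing PTHR1 and a GloSensor cAMP reporter, 3,000/well, plated overnight, given luciferin plus IBMX (each 0.5 mM as added) for 1 h at 37 °C, then compound for 1 h at 37 °C. Luminescence was read after 15 min at room temperature.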
# The depositor's hits bear a star; i = inactive; ? = inconclusive; [ ] = remark or other dose. Calls follow the shape of the dose curve; as a rule, active = well fitted curve in the direction sought with a large enough effect; inconclusive = small, poorly fitted or top-dose-only effect, or another doubt; inactive = no such curve, though single readings can be large; an effect the other way counts as inactive or inconclusive. Potency is read from the fitted curve at half-maximal effect. Not all compounds are listed; rates above refer to the full screens.
SMILES,GLP-1R inv ag,GLP1R cytotox,PTHR1 agonist
COc1ccc2cc(C(=O)NCc3ccc4c(c3)CCN4C(=O)c3ccc(C)cc3)[nH]c2c1,-22%,-1%,-21%
Cc1ccc(C)c(NC(=O)c2cnc3sc(N4CCOCC4)nn3c2=O)c1,-11%,-22%,1%
Cc1c(C(=O)NCc2cccc(Cl)c2)sc2nc3n(c(=O)c12)CCC3,3%,-4%,-28%
Cc1ccc(/C=C(\C#N)C(=O)Nc2ccc(Br)cc2)o1,19%,3%,i
COc1ccc(-c2c3c(nc4sc(C(=O)Nc5ccc(F)cc5)c(N)c24)CC(C)(C)CC3=O)cc1,-4%,6%,i
CCOCCn1ccc2c(OCC(=O)Nc3cc(C(F)(F)F)ccc3Cl)cccc2c1=O,8%,-10%,i
COc1cccc(N=C2SC(C(=O)Nc3cccc(Cl)c3)CC(=O)N2C)c1 (centres undefined),?,1%,-28%
COc1cccc(-n2c(SCC(N)=O)nc3c(oc4ccccc43)c2=O)c1,-16%,-15%,-8%
COc1ccc(NC(=O)CSc2nc(-c3ccco3)nc3cc(=O)[nH]n23)cc1,5%,4%,-23%
CCOC(=O)c1c(S(=O)(=O)N2CCC(C(=O)Nc3ccc(C)c(Cl)c3)CC2)c(C)n(C)c1C,-4%,-9%,i
Cc1cccc(C)c1NC(=O)CCS(=O)(=O)c1ccc2c(c1)n(C)c(=O)c(=O)n2C,14%,1%,24%
CCOc1cccc(CC(=O)N2CCc3c([nH]c4ccccc34)C2c2ccc(F)cc2)c1OCC (centres undefined),?,-2%,i
COc1cc(-c2cc(OC)c3c(C)oc(C)c3c(=O)c2)ccc1OC(=O)c1ccccc1F,-3%,4%,i
CCOc1ccc(-c2nnc(SCC(=O)NCc3ccc(C)cc3)nc2-c2ccc(OCC)cc2)cc1,-3%,-6%,-15%
CCC(C(=O)OC)n1nnc2sc(-c3ccccc3)cc2c1=O (centres undefined),-6%,9%,-30%[inhibitor]
Cc1c(C(=O)Nc2ccccc2Cl)oc2ccc(S(=O)(=O)N3CCCCC3)cc12,7%,-8%,i
O=C(Cn1c(-c2cccs2)cc2cc(Cl)ccc21)N1CCN(c2ccccc2)CC1,-7%,-2%,?
CCOC(=O)C1CCCN(c2c(C(=O)c3ccc(OCC)cc3)cnc3ccccc23)C1 (centres undefined),-24%,18%,i
Cc1ccccc1OCC(=O)Nc1ccc(-c2nc3ncccc3o2)cc1,1%,1%,-13%
Cc1cc(OC(=O)c2cc(-c3ccc4c(c3)OCCO4)on2)ccc1Cl,6%,-1%,-3%
Cc1cccc2cc(CN(C(=O)c3cccc(Cl)c3)c3ccccc3)c(=O)[nH]c12,6%,-8%,-16%
CCC(Oc1ccccc1)C(=O)Nc1ccccc1OCc1cc(=O)n2ccccc2n1 (centres undefined),4%,7%,-7%
O=C(NCC(c1ccc2c(c1)OCO2)N1CCN(c2ccccc2)CC1)c1ccc(F)c(F)c1 (centres undefined),?,-4%,-14%
CC(=O)N1c2ccc(S(=O)(=O)N3CCCCCC3)cc2CC1C(=O)NCc1ccccc1F (centres undefined),12%,-14%,i
COc1ccc(Cn2c(SCC(=O)Nc3ccc(OC)cc3)nc3ccccc32)cc1,?,-26%,-44%[inhibitor]
CCOc1ccc(CNC(=O)c2ccc3nc(C(C)C)oc3c2)cc1,8%,3%,-38%[inhibitor]
CCN(CC)S(=O)(=O)c1ccc2c(c1)N(CC(=O)Nc1cccc(C(C)=O)c1)C(=O)CO2,-8%,0%,i
Cc1ccc(Nc2c(-c3cccnc3)nc3ccc(C)cn23)cc1,0%,-5%,-10%
Cc1ccccc1NC(=O)Cn1c(SCC(=O)Nc2ccc(F)cc2)nc2ccccc21,3%,0%,-11%
Cc1ccc(NS(=O)(=O)c2ccc3[nH]c4c(c3c2)CCCCCC4)cc1Cl,?,?,-45%[inhibitor]
CCOC(=O)c1c(NC(=O)c2cc(-c3ccc(Br)cc3)on2)sc(C)c1C,7%,-12%,i
Cn1nnc2c(NCc3c(F)cccc3F)ncnc21,-4%,5%,i
CCn1c(=O)cc(SCC(=O)NCc2ccc(OC)cc2OC)c2ccccc21,8%,-4%,i
Cc1cc2c(cc1S(=O)(=O)Nc1cc(C(F)(F)F)cc(C(F)(F)F)c1)OCC(=O)N2,?,-10%,-24%
COc1ccccc1N=C1SC(C(=O)Nc2ccccc2OC)CC(=O)N1C (centres undefined),1%,1%,i
Cc1cc(NC(=O)CCc2nc3cccnc3n2Cc2cccs2)ccc1Br,?,9%,-42%[inhibitor]
COc1ccc(Cn2c(CO)cnc2SCc2ccc(C)cc2)cc1,0%,4%,-66%[inhibitor]
Cc1cccc(N2CCN(c3nc4ccccc4c(=O)n3-c3ccc(Cl)cc3)CC2)c1C,-8%,-4%,-20%
O=C(COC(=O)c1cc(-c2cccs2)nc2ccccc12)c1ccccc1,8%,-7%,-16%
CC(Nc1ccc(-c2nc(-c3ccccn3)no2)cc1[N+](=O)[O-])c1ccccc1 (centres undefined),9%,-8%,i
CCc1nc2ccccc2n1CCCCOc1cccc(C)c1,?,7%,i
N#Cc1ccccc1Cn1c(=O)n(-c2ccc(F)c(Cl)c2)c(=O)c2sccc21,3%,1%,14%
CCOC(=O)c1cc(-c2ccccc2)n(-c2cccc(C(=O)N(CC)c3ccccc3)c2)c1C,3%,3%,?
CCOc1ccc2nc(N(Cc3cccnc3)C(=O)c3ccc4c(c3)OCCO4)sc2c1,19%,-4%,i
Cc1cccc(N2CCN(C(=O)c3cc4c(=O)[nH]c5ccc(C)cc5c4s3)CC2C)c1 (centres undefined),10%,4%,i
CC(C)CCNC(=O)c1cc(Sc2ccc(F)cc2F)nc2ccccc12,-3%,0%,-12%
COc1ccc(NC(=O)CN2C(=O)C(C)(C)c3ccccc32)cc1Cl,?,-3%,-31%
COC(=O)c1c(NC(=O)c2cc(=O)c3c(C)cc(C)cc3o2)sc2c1CCCC2,14%,-8%,i

# Taken from above.
# GLP1R cytotox, Cc1cccc(C)c1NC(=O)CCS(=O)(=O)c1ccc2c(c1)n(C)c(=O)c(=O)n2C is entered as 1%
# GLP-1R inv ag, Cn1nnc2c(NCc3c(F)cccc3F)ncnc21 is entered as -4%
# GLP-1R inv ag, CC(Nc1ccc(-c2nc(-c3ccccn3)no2)cc1[N+](=O)[O-])c1ccccc1 (centres undefined) is entered as 9%
# GLP-1R inv ag, Cc1ccc(Nc2c(-c3cccnc3)nc3ccc(C)cn23)cc1 is entered as 0%

# (continued)
SMILES,GLP-1R inv ag,GLP1R cytotox,PTHR1 agonist
CCOc1ccc(-c2nnc(SCC(=O)Oc3ccccc3)o2)cc1,-6%,4%,-3%
COc1ccc(CNC(=O)Cn2nnc(-c3ccc(S(C)(=O)=O)cc3)n2)cc1,-6%,6%,-24%
Cc1ccc(OCc2nc(-c3ccc(C(=O)NCCc4ccc(Cl)cc4)cc3)oc2C)cc1,4%,0%,-20%
Cc1c(C(=O)N2CCC(C)CC2)c(S(=O)(=O)Nc2cccc(C(F)(F)F)c2)c(C)n1C,?,-16%,-29%
Cc1coc2c(C)c3oc(=O)c(CCC(=O)NCCc4ccccc4F)c(C)c3cc12,17%,7%,-33%[inhibitor]
CCOc1ccc(CNC(=O)c2sc3nc(C)cc(C)c3c2-n2cccc2)cc1,-5%,-9%,?
CCCS(=O)(=O)N1CC(=O)N(c2ccccc2C)C(C)(C(=O)NC2CCCC2)C1 (centres undefined),11%,13%,i
CCCOc1ccc(-c2nc(N3CCCCC3)c3ccccc3n2)cc1,1%,1%,i
CCOC(=O)CSc1nnc(-c2ccc(OC)cc2)o1,2%,-9%,i
CCc1ccccc1Nc1sc(C(=O)c2ccccc2)c(N)c1S(=O)(=O)c1ccccc1,?,-2%,-4%
Cc1cccc(CC(=O)Nc2cccc(-c3cn4cccnc4n3)c2)c1,11%,5%,-35%[inhibitor]
Cc1cc(C)c(S(=O)(=O)NCCS(=O)(=O)N2CCN(c3ccccc3)CC2)c(C)c1,-31%,-2%,-26%
O=C(Nc1cc(F)ccc1F)C1CCN(C(=O)c2cnn(-c3ccccc3)c2-n2cccc2)CC1,?,-4%,-11%
CCOc1ccc(NC(=O)c2cn(C3CCCCC3)c(=O)c3c2c2ccccc2n3C)cc1,7%,3%,i
CCCCNC(=O)c1cccc(-n2c(C)nc3cccnc32)c1,8%,-4%,i
COc1cc(NC(=O)Cn2c(-c3ccccc3)cc(C(C)=O)c2C)cc(OC)c1,-28%,-16%,i
COc1ccc(CN(C)c2ccc(-c3nc(C)no3)cc2[N+](=O)[O-])cc1,?,-28%,-31%[inhibitor]
CCc1ccc(NC(=O)Cn2c(=O)n(Cc3nc(C)no3)c(=O)c3cc4c(cc32)OCO4)cc1,9%,0%,i
CN(C)c1oc(-c2ccc(COc3ccccc3)o2)nc1C#N,-6%,0%,-25%
O=C(CCCN1C(=O)c2cccnc2Oc2ccc(Cl)cc21)NCc1ccc(F)cc1,35%[activator],1%,-4%
CN1C(=O)C(C)(C)c2cc(S(=O)(=O)NCc3ccc(C(=O)Nc4ccc(Cl)cc4)cc3)ccc21,?,-14%,-51%[inhibitor]
COc1cc(OC)c(Nc2nc3ccc(C(=O)c4ccccc4)cc3n3c(C)nnc23)cc1Cl,10%,3%,?
COc1ccc(-c2nc(CSCC(=O)N3CCN(c4ccccc4)CC3)c(C)o2)cc1,-23%,0%,-6%
CCC1=Nc2cc(C(=O)NCCCOC(C)C)ccc2Sc2ccc(C)cc21,?,-15%,i
COc1ccc(C2CC(=O)c3cc(-c4nc(-c5cccc(Cl)c5)cs4)c(=O)[nH]c3C2)cc1 (centres undefined),-20%,-15%,26%
Cc1ccc2cc3cc(C(=O)N4CCN(c5ccccc5)CC4)oc3nc2c1,5%,8%,i
O=C(CCn1c(=O)c2cccn2c2ccc(F)cc21)NCCc1ccccc1Cl,?,-10%,i
Cc1onc(-c2ccccc2Cl)c1C(=O)Oc1ccc(Br)cc1,-3%,-4%,-3%
CCc1cccc(NC(=O)CCn2c(=O)c3cccn3c3cccnc32)c1,3%,9%,-21%
CCCCN(C)C(=O)CSc1nc2ccccc2nc1Cc1ccc(C)cc1,11µM*,-20%,i
CCN(CC)CCCNC(=O)CCCn1ncn2c(cc3occc32)c1=O,6%,-8%,i
Cc1cc(C)nc(NS(=O)(=O)c2ccc(NC(=O)COc3ccc(Cl)cc3C)cc2)n1,-16%,0%,-4%
O=C(CSCc1ccccc1Cl)N1CCN(c2ccc(F)cc2)CC1,?,-2%,-35%[inhibitor]
COc1cc(NS(=O)(=O)c2ccc3[nH]c4c(c3c2)CCCC4)cc(OC)c1OC,-70%,?,i
CCn1c2c(c(=O)n3ncc(C(=O)N4CCN(c5ccc(C(C)=O)cc5)CC4)c13)CN(Cc1ccc(OC)cc1)CC2,6%,5%,-94%[inhibitor]
CCOc1ccc(N2CC(NC(=O)/C=C\c3ccc4c(c3)OCO4)CC2=O)cc1 (centres undefined),5%,-2%,-21%

# Three entries out of the list, sorted by formula weight, smallest number first:
SMILES,GLP-1R inv ag,GLP1R cytotox,PTHR1 agonist
Cc1ccc2cc3cc(C(=O)N4CCN(c5ccccc5)CC4)oc3nc2c1,5%,8%,i
Cc1onc(-c2ccccc2Cl)c1C(=O)Oc1ccc(Br)cc1,-3%,-4%,-3%
COc1cc(NS(=O)(=O)c2ccc3[nH]c4c(c3c2)CCCC4)cc(OC)c1OC,-70%,?,i

# Next section
SMILES,GLP-1R inv ag,GLP1R cytotox,PTHR1 agonist
O=C(CCC1N=C2c3ccccc3N=C(SCc3ccc(F)cc3)N2C1=O)N1CCN(c2ccccc2)CC1 (centres undefined),3%,-1%,i
COc1ccc(/C=C/C(=O)Nc2ccc3nc(N4CCCCC4)cc(C)c3c2)cc1OC,?,?,11%
N#Cc1cc2c(=O)n3ccccc3nc2n(-c2nnc(SCc3ccccc3F)s2)c1=O,3%,4%,-26%
CCS(=O)(=O)c1ncc(N(Cc2ccccc2)Cc2ccco2)c(C(=O)Nc2ccccc2C)n1,14%,21%,i
O=C(NC1CCCCC1)c1ccc2c(c1)N(Cc1cccc(F)c1)C(=O)c1ccccc1S2,8%,7%,-19%
O=c1c(N2CCN(c3ccccc3)CC2)csc2ccc(Cl)cc12,8%,31%[activator],i
COc1ccc(-c2nsc(NC(=O)C(C)Oc3ccc(Cl)c(C)c3)n2)cc1 (centres undefined),?,?,-19%

# Laid out differently: entries from further up.
smiles | GLP-1R inv ag | GLP1R cytotox | PTHR1 agonist
O=c1c(N2CCN(c3ccccc3)CC2)csc2ccc(Cl)cc12 | 8% | 31%[activator] | i
O=C(CCC1N=C2c3ccccc3N=C(SCc3ccc(F)cc3)N2C1=O)N1CCN(c2ccccc2)CC1 (centres undefined) | 3% | -1% | i
CCS(=O)(=O)c1ncc(N(Cc2ccccc2)Cc2ccco2)c(C(=O)Nc2ccccc2C)n1 | 14% | 21% | i
N#Cc1cc2c(=O)n3ccccc3nc2n(-c2nnc(SCc3ccccc3F)s2)c1=O | 3% | 4% | -26%
